High-throughput results: PubChem BioAssay, The Scripps Research Institute Molecular Screening Center
PREPL inhibitor = human PREPL enzyme inhibition. recombinant PREPL, fluorescence polarization activity-based probe. inhibition, % at 5.96 µM. 0.68% of 320,000 active. AID 2751; in the data active means inhibition above about 43%;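 further: 0% = enzyme with DMSO and 100% = wells lacking enzyme; many of its hits are not listed in these tables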
pPAFAH FP inh = pPAFAH (human) enzyme inhibition. Q13093. recombinant pPAFAH, FP-rhodamine probe fluorescence polarization. inhibition, % at 3.39 µM. 1.5% of 330,000 active;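 active means inhibition above the mean inhibition across the screen plus 3 SD, cut at about 25% in these data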;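 further: inhibitors block binding of the rhodamine activity-based probe so polarization drops; 0% = enzyme with DMSO and 100% = wells lacking pPAFAH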
LYPLA2 counter = blocks human lysophospholipase 2, a PME1 counter-screen. recombinant LYPLA2, FP-Rh probe fluorescence polarization. inhibition, % at 5.9 µM. 0.38% of 320,000 active. AID 2177;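 active means inhibition above the screen-wide mean plus 3 SD, limit set per campaign, cut at about 26% in these data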;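 further: 0% = LYPLA2 with DMSO and 100% = wells lacking LYPLA2 enzyme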
Target sequence (O95372 whole entry, looked up): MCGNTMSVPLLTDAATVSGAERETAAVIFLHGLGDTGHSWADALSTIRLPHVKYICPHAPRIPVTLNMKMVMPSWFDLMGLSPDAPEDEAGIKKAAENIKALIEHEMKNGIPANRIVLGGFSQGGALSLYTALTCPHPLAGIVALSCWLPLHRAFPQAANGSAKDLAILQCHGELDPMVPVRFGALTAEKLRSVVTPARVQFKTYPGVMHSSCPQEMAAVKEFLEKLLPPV
LYPLA1 counter = blocks human lysophospholipase 1, a PME1 counter-screen; O75608; recombinant LYPLA1, FP-Rh probe fluorescence polarization; inhibition, % at 5.9 µM; 0.16% of 320,000 active;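 active means inhibition above the mean of all tested compounds plus 3 SD, set per campaign, cut at about 14% in these data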;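 further: inhibitors block serine hydrolase probe labeling of LYPLA1 so polarization falls; 0% = enzyme with DMSO and 100% = wells lacking LYPLA1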
PAFAH2 FP inh = PAFAH2 (human) inhibition | Q99487 | inhibition, % at 3.39 µM | recombinant PAFAH2, FP-rhodamine activity probe, fluorescence polarization | 0.99% of 340,000 active;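 active means inhibition above the mean over all tested compounds plus 3 SD, cut at about 30% in these data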;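 further: inhibitors block probe labeling of enzyme so polarization drops; 0% = enzyme with DMSO and 100% = wells lacking PAFAH2 protein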
PAD4 inh = PAD4 (human) enzyme inhibition; Q9UM07; recombinant PAD4, RCA probe fluorescence polarization; inhibition, % at 6.36 µM; 0.41% of 330,000 active;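 active means percent inhibition above a cutoff equal to the mean of all tested compounds plus 3 SD, cut at about 15% in these data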;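 further: 0% = PAD4 with RCA probe and DMSO and 100% = probe without PAD4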
Target sequence (Q9UM07 whole entry, looked up): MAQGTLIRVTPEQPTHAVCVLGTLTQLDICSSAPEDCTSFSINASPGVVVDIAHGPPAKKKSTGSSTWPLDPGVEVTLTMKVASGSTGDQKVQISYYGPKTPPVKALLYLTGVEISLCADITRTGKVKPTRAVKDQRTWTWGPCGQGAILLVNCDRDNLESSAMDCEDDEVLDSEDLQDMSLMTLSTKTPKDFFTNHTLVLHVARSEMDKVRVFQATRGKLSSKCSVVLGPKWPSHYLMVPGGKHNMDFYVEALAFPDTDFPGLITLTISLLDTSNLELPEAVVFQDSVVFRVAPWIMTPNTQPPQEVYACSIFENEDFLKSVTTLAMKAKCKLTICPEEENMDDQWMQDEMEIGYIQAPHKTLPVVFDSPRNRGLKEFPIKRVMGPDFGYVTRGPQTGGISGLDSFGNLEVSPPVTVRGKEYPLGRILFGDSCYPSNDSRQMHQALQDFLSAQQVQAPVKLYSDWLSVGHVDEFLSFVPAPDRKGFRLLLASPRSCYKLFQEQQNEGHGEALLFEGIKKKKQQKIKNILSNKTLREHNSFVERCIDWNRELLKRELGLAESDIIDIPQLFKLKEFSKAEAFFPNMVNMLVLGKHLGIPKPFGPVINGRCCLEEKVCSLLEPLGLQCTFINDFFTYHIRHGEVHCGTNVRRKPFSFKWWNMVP
PAFAH1B2 FP inh = blocks human PAF acetylhydrolase 1b catalytic subunit 2. P68402. recombinant PAFAH1B2, FP-rhodamine activity probe, fluorescence polarization. inhibition, % at 3.39 µM. 1.2% of 340,000 active. AID 492953;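 active means inhibition above the mean of all tested compounds plus 3 SD, cut at about 24% in these data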;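 further: 0% = enzyme with DMSO and 100% = wells lacking PAFAH1B2; many of its hits are not listed in these tables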
PAFAH1B3 inh = PAFAH1B3 (human) inhibition; recombinant PAFAH1B3, FP-rhodamine probe, fluorescence polarization; inhibition, % at 3.39 µM; 0.28% of 340,000 active; AID 492972;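 active means inhibition above the screen-wide average of all tested compounds plus 3 SD, cut at about 25% in these data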;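 further: 0% = enzyme with DMSO only and 100% = wells lacking PAFAH1B3 protein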
GSTO1 counter = counter-screen for RBBP9 inhibitors: inhibitors of human GSTO1; recombinant GSTO1, activity-based probe fluorescence polarization; inhibition, % at 5.96 µM; 1.1% of 300,000 active; AID 1974;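 active means inhibition above the campaign mean inhibition plus 3 SD, cut at about 35% in these data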;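 further: 0% = GSTO1-1 with DMSO and 100% = wells lacking GSTO1-1 enzyme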
* = called active by the depositor; . = not tested or not shown. Only part of the results is shown (hit frequency here may not be typical).

Second line of a record – PREPL inhibitor, pPAFAH FP inh, LYPLA2 counter, LYPLA1 counter, PAFAH2 FP inh, PAD4 inh, PAFAH1B2 FP inh, PAFAH1B3 inh, GSTO1 counter
CC(/C=N/NC(=O)CN1CCN(Cc2ccc(Cl)cc2)CC1)=C\c1ccco1
  21, 10, 1, -1, -6, -2, 0, 0, 1
CCOC(=O)N1CCN=C1SCc1ccc(Cl)c(Cl)c1
  30, 1, 0, 0, 11, 4, 1, 0, 3
CC(C)OC(=O)c1cccnc1SCc1cc(=O)n2ccccc2n1
  10, 0, 5, -4, 8, -4, -2, -3, 2
NC(=O)C1CCN(c2nc(-c3ccc(F)cc3)cs2)CC1
  5, 1, 6, 4, -1, 0, -4, -3, .
CC(C)=CCN1CCN(Cc2cn(C(C)C)c3ccccc23)CC1CCO (configuration not stated)
  -1, 4, -3, 4, -3, -4, 3, 4, 5
Oc1ccc(-c2c(-c3ccsc3)sc3ccccc23)cc1
  3, 29*, -14, -10, 1, 6, 2, 2, -2
Cc1cc(C(C)(C)C)cc(C)c1S(=O)(=O)N1CCN(C(=O)c2cc([N+](=O)[O-])c[nH]c2=O)CC1
  -2, 8, 1, -1, 1, -4, 5, -2, 3
CCOC(=O)c1ccc2c(c1)N(CC#N)C(=O)C(C)(C)O2
  3, -1, -2, 3, 7, 6, 3, 9, 5
Cc1ccccc1/C=C1\Oc2ccccc2C1=O
  4, 19, ., ., 1, -2, 4, 4, .
O=C(CN1C2=NCCCN2c2ccccc21)c1cccs1
  -11, 6, 0, 1, 3, -3, -1, 3, 4
COc1cc2c(cc1NC(=O)c1cccnc1)CCCC2
  9, -4, 7, 0, -1, -1, 2, 8, 5
O=[N+]([O-])c1cc([N+](=O)[O-])c(Oc2ccc(Br)cc2Br)cc1NN1CCCCC1
  2, -3, 0, -4, 2, 3, -4, 10, 7
N#Cc1ccc(Cn2c(-c3ccc(F)cc3)noc2=O)cc1
  10, 2, 1, 1, 2, -2, 0, 2, -5
Cc1cc(NC(=O)c2ocnc2C)no1
  -2, -1, -3, -1, 7, -1, 1, 8, 0
COc1cccc(C(=O)N2CCOCC2)c1
  -6, 6, 3, 1, -1, -1, 5, 1, 12
O=C(CN1c2cccc3cccc(c23)S1(=O)=O)NC1CCCCC1
  4, 30*, ., ., 7, 0, 6, 0, .
N#CCCN(Cc1ccccc1)C(=S)NC(=O)c1ccccc1
  -2, -1, -1, 1, 4, 5, 7, 11, -4
COc1cc(/C=C/CO)cc(OC)c1OC/C=C(\C)CCC=C(C)C
  -27, 10, 0, -2, 10, -1, 3, 5, 0
Cc1cccnc1Nc1nc(-c2ccccc2)cs1
  15, 5, 7, 1, -1, -4, 1, 2, 3
O=C(O)CCCC(=O)NNC(=O)c1cccc(Br)c1
  -3, 1, 6, -1, 2, -1, 4, 4, 1
CC(=O)Nc1ccc(NC(=O)CCS(=O)(=O)c2ccc3c(c2)oc(=O)n3C)cc1
  2, 5, -2, -3, -3, 1, 4, 7, 2
O=C(Nc1ccccc1F)C1CCCN1S(=O)(=O)c1cccc2nsnc12 (configuration not stated)
  0, 6, 6, 3, 1, 3, -4, 7, -3
Cc1ccc(-c2csc(Cc3nc(-c4ccc5c(c4)CCC(=O)N5)cs3)n2)cc1
  19, 26*, -15, -9, 10, -12, 3, 11, -7
OCC1CCN(Cc2nc(Cc3ccccc3Cl)no2)CC1
  5, 0, -6, -5, 2, -2, 3, 8, 0
Cc1cccc(C(=O)NC(C(=O)Nc2nc(-c3ccccn3)cs2)C(C)C)c1 (configuration not stated)
  2, -4, -5, -2, 1, -4, 5, 1, 8
CN(C(=O)COC(=O)c1ccccc1C(=O)N1CCN(c2ccccc2)CC1)c1ccccc1
  -46, 4, -3, 0, -1, -1, 0, 5, 5
Cc1cc(Cl)c(OCCOCCN2CCN(C)CC2)c(Br)c1
  -6, 0, -1, -1, 8, 1, 8, 5, 6
C/C(CC(=O)Nc1c(C)cc(C)cc1C)=N\NC(=O)c1cnccn1
  7, 6, 1, -1, -3, 1, -3, -1, 1
N#Cc1cc2c([nH]c1=O)CCCC2
  17, 4, 10, 4, 9, 2, 1, 15, 3
CCCOc1ccc(/C(O)=C2/C(=O)C(=O)N(CCN(C)C)C2c2ccc(OC)c(OC)c2)cc1 (configuration not stated)
  1, 2, -1, -1, 3, 1, 6, -2, 6

Arranged by number of heavy atoms (rising): part of the list above
Second line of a record – PREPL inhibitor, pPAFAH FP inh, LYPLA2 counter, LYPLA1 counter, PAFAH2 FP inh, PAD4 inh, PAFAH1B2 FP inh, PAFAH1B3 inh, GSTO1 counter
N#Cc1cc2c([nH]c1=O)CCCC2
  17, 4, 10, 4, 9, 2, 1, 15, 3
COc1cccc(C(=O)N2CCOCC2)c1
  -6, 6, 3, 1, -1, -1, 5, 1, 12
O=C(O)CCCC(=O)NNC(=O)c1cccc(Br)c1
  -3, 1, 6, -1, 2, -1, 4, 4, 1
CCOC(=O)N1CCN=C1SCc1ccc(Cl)c(Cl)c1
  30, 1, 0, 0, 11, 4, 1, 0, 3
O=C(CN1C2=NCCCN2c2ccccc21)c1cccs1
  -11, 6, 0, 1, 3, -3, -1, 3, 4
Cc1cc(Cl)c(OCCOCCN2CCN(C)CC2)c(Br)c1
  -6, 0, -1, -1, 8, 1, 8, 5, 6
N#CCCN(Cc1ccccc1)C(=S)NC(=O)c1ccccc1
  -2, -1, -1, 1, 4, 5, 7, 11, -4
CC(C)OC(=O)c1cccnc1SCc1cc(=O)n2ccccc2n1
  10, 0, 5, -4, 8, -4, -2, -3, 2
Cc1cccc(C(=O)NC(C(=O)Nc2nc(-c3ccccn3)cs2)C(C)C)c1 (configuration not stated)
  2, -4, -5, -2, 1, -4, 5, 1, 8
Cc1ccc(-c2csc(Cc3nc(-c4ccc5c(c4)CCC(=O)N5)cs3)n2)cc1
  19, 26*, -15, -9, 10, -12, 3, 11, -7
Cc1cc(C(C)(C)C)cc(C)c1S(=O)(=O)N1CCN(C(=O)c2cc([N+](=O)[O-])c[nH]c2=O)CC1
  -2, 8, 1, -1, 1, -4, 5, -2, 3
CN(C(=O)COC(=O)c1ccccc1C(=O)N1CCN(c2ccccc2)CC1)c1ccccc1
  -46, 4, -3, 0, -1, -1, 0, 5, 5

(listing goes on)
Second line of a record – PREPL inhibitor, pPAFAH FP inh, LYPLA2 counter, LYPLA1 counter, PAFAH2 FP inh, PAD4 inh, PAFAH1B2 FP inh, PAFAH1B3 inh, GSTO1 counter
COC(=O)CC1SC(=O)NC1=Nc1ccc(OC)cc1 (configuration not stated)
  18, -2, 0, -3, -4, -2, 3, 5, -1
COc1cc(NS(=O)(=O)c2ccccc2)ccc1-n1nc(C)cc1C
  0, 1, 0, 4, 4, 0, 6, 9, -2
Cc1ccc(S(=O)(=O)N2CCN(C(=O)c3cc4c(C)nn(-c5ccccc5)c4s3)CC2)cc1
  12, -3, 3, -1, -12, 4, -1, -5, 10
C[C@H]1CC[C@]2(O[C@@H](CCO)C[C@@H](O)[C@@H]2O)O1
  -3, 3, 5, 2, -7, -4, 3, -4, 2
FC(F)(F)c1cc(Cl)c2nnc(C(F)(F)Cl)n2c1
  7, -1, 2, 1, 1, -2, -1, 10, 12
CC(C#Cc1c([C@@H](C)Oc2ccccc2)nnn1Cc1ccccc1)Oc1ccccc1 (some centres not stated)
  0, 3, -5, -1, -6, 1, 2, -2, 3
COc1ccc(NC(=O)CN2C(=O)CSC(C)C2=O)c(OC)c1 (configuration not stated)
  0, 5, -3, -2, 2, 3, 5, 7, 1
Nc1nc[nH]c(=O)c1N=Cc1ccccc1
  13, -2, -2, 0, 3, -1, 3, -1, 14
Cn1nccc1C(=O)N1CCc2c([nH]c3ccccc23)C1c1ccc(F)cc1 (configuration not stated)
  0, -7, -2, -3, 2, 2, 4, -1, -5
CCOc1ccc(NC(=O)CN2C(=O)COc3ccc(Cl)cc32)cc1
  9, -3, -2, 0, 4, -1, 5, 0, 5
COc1cc(C)c(NC(=O)C2CCN(S(=O)(=O)c3cccs3)CC2)cc1OC
  16, 0, -3, -2, 1, 0, -1, 3, .
Cc1nn(CCO)c2nc(-c3cccs3)cc(C(F)(F)F)c12
  -4, 8, 4, -1, 6, 1, 0, 3, -4
COc1cccc(Cn2c(=O)c3ccccc3n3nc(C)cc23)c1
  -4, 3, 2, -1, -1, -4, 3, 4, 0
CC(C)NC(=O)CSc1nnc(C2CC2)n1-c1ccccc1
  1, -1, 1, 0, 6, -2, 7, 4, 0
Cc1cc(OC(C)C(=O)N2C[C@H]3C[C@@H](C2)c2cccc(=O)n2C3)c2c(C)c(C)c(=O)oc2c1 (some centres not stated)
  0, 3, 5, 2, 5, -3, 6, 5, -1
COC(=O)c1cc(C(=O)N2CCN(c3ccccc3OC)CC2)cc([N+](=O)[O-])c1
  -3, 1, -1, 0, 2, -2, -1, -1, -6
CCCNS(=O)(=O)c1ccc(OCC(=O)OC)cc1
  3, 3, 5, 0, -2, -3, -2, 6, -7
Cc1ccc(C(=O)COC(=O)CSc2cccc3cccnc23)c(C)c1
  -20, 6, 5, 0, 5, 6, 3, 2, 31
COCCNC(=O)c1ccc(S(=O)(=O)c2ccc(Cl)cc2)c(NC(C)=O)c1
  1, 2, 3, -5, 3, -4, 3, 3, -3
COC(=O)C1=C(CSc2nncn2C)NC(=O)NC1c1ccc(F)cc1 (configuration not stated)
  13, 5, 2, 0, 2, 4, 4, 3, 0
COc1cc(CNC2CCCCCC2)cc(OC)c1
  10, -5, -4, 2, 1, -2, -1, 2, 2
O=C(NCC(c1cccnc1)N1CCN(c2ccccc2F)CC1)c1ccccc1 (configuration not stated)
  -12, 2, 1, -2, 9, 0, -3, -5, 1
CCn1c(SCC(=O)NNC(=O)c2ccc(OC)cc2)nnc1C1CC1
  1, 1, 4, 0, -2, -3, 6, 5, 2
COc1ccc2c(c1)C(C1=C(O)CC(C)(C)CC1=O)C1=C(CC(C)(C)CC1=O)O2 (configuration not stated)
  6, -2, -2, 0, -2, -5, 1, 6, -5
O=C(NCCC1CCCCN1S(=O)(=O)c1ccccc1)C(=O)NC1CC1 (configuration not stated)
  -9, 7, 3, -1, -2, 8, 3, 12, -1
C=Cc1cccc(NC(=O)c2ccc(NC(=O)c3ccco3)cc2)c1
  -1, -6, -20, -16, -19, -4, -3, 9, -13
O=S(=O)(N/N=C/c1ccc(F)cc1)c1ccccc1
  3, 4, -2, -3, 1, 2, 2, -1, 8
Cc1cc(C(=O)N/N=C/c2ccco2)c2ccccc2n1
  6, 1, 10, 9, 9, 1, 0, 2, 1
O=C(c1nc(SCc2ccc([N+](=O)[O-])cc2)n2ccccc12)C(F)(F)F
  14, 2, 5, 1, 1, 3, 4, 6, -35
CCC(C)c1ccc(OCCCCN2CCOCC2)cc1 (configuration not stated)
  12, 2, 1, 0, -4, 0, 3, 4, -3

Carrying on.
Second line of a record – PREPL inhibitor, pPAFAH FP inh, LYPLA2 counter, LYPLA1 counter, PAFAH2 FP inh, PAD4 inh, PAFAH1B2 FP inh, PAFAH1B3 inh, GSTO1 counter
Cc1cnc(C(=O)OCC(=O)c2c[nH]c3ccccc23)cn1
  17, 2, 0, -1, -26, 9, 6, 9, .
Cc1cccc(OCC(=O)Nc2ccccc2C(F)(F)F)c1
  6, 1, 5, 1, 0, -5, 3, -1, -1
CCOc1cccc2cc(C(N)=O)c(=NCc3ccccc3)oc12
  -8, 4, -2, 1, 3, 0, -8, 8, 0
Cc1c(NC(=S)NC(NC(=O)C(C)C)C(Cl)(Cl)Cl)c(=O)n(-c2ccccc2)n1C (configuration not stated)
  0, 1, -3, -3, -2, 0, 2, 2, 1
